ABCB6 inh 2: ABCB6 transporter inhibitors, primary screen, K562-ABCB6 cells, flow cytometry, MLPCN library. ATP-binding cassette sub-family B member 6 (Homo sapiens), Q9NP58. K562-ABCB6 porphyrin accumulation, 1 h; active compounds read low. fluorescence ratio to DMSO, % at 10 µM. actives 0.19% (n = 360,000). AID 602162, 2011;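 active means fluorescence ratio to DMSO below 75%, the collection mean minus 3 SD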;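 further: signal is porphyrin accumulated inside mitochondria; 100% equals median channel fluorescence of DMSO control wells; lower ratio means ABCB6 inhibition with less porphyrin fluorescence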
Granule exo inh: LAMP-1 surface exposure blockers, TALL-104 cells – cell-based, flow cytometry, MLPCN library, primary screen; TALL-104 LAMP-1 surface exposure; cells stimulated with thapsigargin and PMA; inhibition, % at 10 µM; actives 0.66% (n = 360,000); AID 651702, 2012;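 active means inhibition above about 55%, limit read from the data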
HTR2A ag: mouse Htr2a agonists via beta-arrestin recruitment, primary screen, cell-based, luminescence; CHO-K1 mHTR2A beta-arrestin complementation; percent of 30 µM serotonin response; activation, % at 7.6 µM; actives 0.66% (n = 360,000); 5-hydroxytryptamine receptor 2A (Mus musculus), P35363; AID 624169, 2012;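 active means activation above a run cutoff, the mean activation of all tested compounds plus 3 SD, cut at about 14% in these data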;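 further: 0% = plate median of compound wells and 100% = 30 µM serotonin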
Target sequence (P35363 whole entry, looked up): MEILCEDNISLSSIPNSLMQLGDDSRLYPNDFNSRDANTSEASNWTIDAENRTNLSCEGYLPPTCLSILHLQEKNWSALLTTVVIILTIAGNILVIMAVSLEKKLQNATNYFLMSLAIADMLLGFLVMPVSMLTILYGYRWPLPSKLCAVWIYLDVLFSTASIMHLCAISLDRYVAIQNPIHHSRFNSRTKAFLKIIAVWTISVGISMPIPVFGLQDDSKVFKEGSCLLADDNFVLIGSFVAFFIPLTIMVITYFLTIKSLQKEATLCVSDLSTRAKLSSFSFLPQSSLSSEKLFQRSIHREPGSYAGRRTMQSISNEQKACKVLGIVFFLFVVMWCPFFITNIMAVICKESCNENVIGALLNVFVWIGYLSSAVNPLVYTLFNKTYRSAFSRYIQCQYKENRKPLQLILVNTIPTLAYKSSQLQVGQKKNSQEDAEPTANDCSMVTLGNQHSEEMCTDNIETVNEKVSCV
CaV13 ICDI inh: Disruptors of the CACNA1D IQ motif to Ca2+-dependent inactivation inhibitor domain association, primary screening, Förster resonance energy transfer in intact living …. HEK cells, CFP/YFP FRET ICDI-IQ, plate reader, 10 min; percent FRET-ratio fall versus neutral wells. inhibition, % at 12.3 µM. actives 0.098% (n = 340,000). AID 743397;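 active means mean replicate inhibition of at least 30% and at least 1% of replicates passing that level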;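 further: 0% = median of the neutral control wells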
N-glyco inh: increase of ERlucT glycosylation luciferase signal, primary screen, N-linked glycosylation inhibitor project, D54 ERlucT cells, luminescence, set 2 | D54 ERlucT glycosylation luciferase reporter, 24 h; percent of 100 nM tunicamycin response | actives 0.23% (n = 360,000) | AID 588692, 2011 | reporter increase, % at 12.5 µM;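 active means mean luciferase reporter signal, scaled so untreated is 0 and the glycosylation-blocking control 100, at or above a set limit in every replicate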;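 further: luciferase carries N-glycosylation sites so blocking glycosylation raises the light; 0% = median of neutral control wells and 100% = median of 100 nM tunicamycin wells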
iPSC survival up: enhancers of single-cell hiPSC survival, primary screen, ATPlite luminescence | 100% = ROCK inhibitor wells, 0% = DMSO | actives 0.044% (n = 360,000) | survival enhancement, % at 20 µM; in the data active means survival enhancement above about 18%;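 further: cells exposed to compounds for 16 hours before the ATP read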
PDI turbidity: inhibitors of human PDI, primary screen, biochemical, turbidity, single point, plate reader; PDI insulin aggregation turbidity, A650, 90 min; inhibition, % at 10 µM; actives 0.052% (n = 350,000);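 active means mean inhibition across replicates of 30% or more, whatever share of single replicates reach that level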;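 further: absorbance from insulin aggregation driven by PDI reduction with DTT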
Target sequence (P07237 whole entry, looked up): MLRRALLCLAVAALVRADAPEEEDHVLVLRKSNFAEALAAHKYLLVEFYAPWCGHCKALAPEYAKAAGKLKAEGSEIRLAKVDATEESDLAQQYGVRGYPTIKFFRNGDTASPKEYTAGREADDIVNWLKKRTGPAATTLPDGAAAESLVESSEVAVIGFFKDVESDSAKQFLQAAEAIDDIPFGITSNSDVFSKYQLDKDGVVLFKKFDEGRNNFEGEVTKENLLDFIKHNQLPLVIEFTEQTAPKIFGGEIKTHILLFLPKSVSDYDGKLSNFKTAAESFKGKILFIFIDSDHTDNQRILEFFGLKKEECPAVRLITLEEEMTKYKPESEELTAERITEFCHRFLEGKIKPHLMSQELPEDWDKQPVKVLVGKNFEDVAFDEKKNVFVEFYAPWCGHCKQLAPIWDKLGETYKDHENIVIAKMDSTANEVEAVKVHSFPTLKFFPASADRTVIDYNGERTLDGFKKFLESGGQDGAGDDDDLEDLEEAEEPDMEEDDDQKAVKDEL
Vif inh: HIV Vif self-association inhibitors, primary screen, imaging, HEK293T, single point | HEK293T cells, Vif self-association by quenched fluorescence, 24 h | inhibition, % at 7.49 µM | actives 0.35% (n = 340,000) | AID 602346, 2012; in the data active means inhibition above about 50%, passing the limit was not always enough; further: some results filed as inactive read as strong as hits
H9c2 protect: cardioprotection against H2O2-induced cell death, primary screen, uHTS, H9c2 cells, ATPLite luminescence; AID 588492, 2011; actives 0.63% (n = 360,000); protection from H2O2 cell death, % at 20 µM; H9c2 cardiomyocytes, H2O2 injury protection, 2 h;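 active means compounds giving at least 50% protection of heart cells from peroxide-induced death in the single-dose screen, raw or plate-pattern-corrected value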;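 further: 0% = DMSO wells with peroxide and 100% = DMSO wells without peroxide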
aDG glyco act: activators of alpha-DG glycosylation, primary screen, uHTS, Pro5-aDG cells, AlphaScreen; alpha-DG glycosylation AlphaScreen (IIH6); 0% Pro5, 100% B10-LARGE cell signal; activation, % at 10 µM; actives 0.22% (n = 360,000); AID 624168, 2012;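 active means activation of at least 8% versus controls, or a plate z-score of at least 8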;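 further: Pro5 are CHO cells carrying HIG-tagged alpha-DG that lacks glycosylation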
* = called active by the depositor.

`CNC(=O)C1CN(C(=O)c2cccc(S(=O)(=O)N3c4ccccc4CC3C)c2)c2ccccc2O1` (stereo unspecified) gave ABCB6 inh 2 93, Granule exo inh -6, HTR2A ag -1, CaV13 ICDI inh -5, N-glyco inh -1, iPSC survival up -0.4, PDI turbidity 2, Vif inh -7, H9c2 protect 5 and aDG glyco act 0.0.
`CN(CC(=O)Nc1ccc(Cl)cc1)S(=O)(=O)c1cccc2cccnc12` gave ABCB6 inh 2 104, Granule exo inh 8, HTR2A ag -1, CaV13 ICDI inh 21, N-glyco inh -2, iPSC survival up 3.1, PDI turbidity -2, Vif inh 2, H9c2 protect -1 and aDG glyco act 0.1.
Screening CC(=O)NC(NC(=S)Nc1ccc(S(N)(=O)=O)cc1)C(Cl)(Cl)Cl (stereo unspecified) returned ABCB6 inh 2 96, Granule exo inh 1, HTR2A ag -2, CaV13 ICDI inh -4, N-glyco inh 0, iPSC survival up -0.4, PDI turbidity -7, Vif inh 4, H9c2 protect 4 and aDG glyco act 0.3.
`COCCNC(=O)COc1ccc(N(C)S(=O)(=O)c2ccc3ccccc3c2)cc1` gave ABCB6 inh 2 96, Granule exo inh 25, HTR2A ag 1, CaV13 ICDI inh -5, N-glyco inh -2, iPSC survival up 0.8, PDI turbidity -7, Vif inh 9, H9c2 protect 0 and aDG glyco act 0.0.
Screening COc1ccc(NC(=O)C/C(C)=N/NC(=O)c2ccncc2)c([N+](=O)[O-])c1 returned ABCB6 inh 2 99, Granule exo inh 0, HTR2A ag -5, CaV13 ICDI inh -8, N-glyco inh 0, iPSC survival up 5.3, PDI turbidity 2, Vif inh -1, H9c2 protect 6 and aDG glyco act -0.4.
Screening Cc1cccc(C)c1NC(=O)NN1C(C)CCCC1C (stereo unspecified) returned ABCB6 inh 2 100, Granule exo inh 0, HTR2A ag 7, CaV13 ICDI inh -2, N-glyco inh 0, iPSC survival up 4.1, PDI turbidity 5, Vif inh -1, H9c2 protect -8 and aDG glyco act 0.8.
Screening Cc1ccc(S(=O)(=O)NC2CC2)cc1 returned ABCB6 inh 2 110, Granule exo inh -4, HTR2A ag 2, CaV13 ICDI inh -2, N-glyco inh 2, iPSC survival up 0.1, PDI turbidity -3, Vif inh -2, H9c2 protect -1 and aDG glyco act 0.0.
Screening COc1cc(CCCN2C(N)=NC[C@@H]2Cc2ccc(O)cc2)cc(OC)c1OC returned ABCB6 inh 2 96, Granule exo inh -4, HTR2A ag 1, CaV13 ICDI inh -11, N-glyco inh 4, iPSC survival up -0.5, PDI turbidity 25, H9c2 protect 3 and aDG glyco act -0.1.
`Oc1c(Cl)c(Cl)c2ncccc2c1Cl` gave ABCB6 inh 2 102, Granule exo inh -1, HTR2A ag 6, CaV13 ICDI inh -10, N-glyco inh 0, iPSC survival up -2.0, PDI turbidity -5, Vif inh 2, H9c2 protect -1 and aDG glyco act 0.3.
Screening O=C(CCCN1C(=O)/C(=C/c2ccccc2Cl)SC1=S)Nc1ccccn1 returned ABCB6 inh 2 99, Granule exo inh 3, HTR2A ag -1, CaV13 ICDI inh -4, N-glyco inh -1, iPSC survival up -1.4, PDI turbidity 5, Vif inh 0, H9c2 protect 0 and aDG glyco act 0.7.
`COc1ccc(Nc2nnc(-c3ccccc3)c3ccccc23)cc1C(=O)N1CCCCC1` gave ABCB6 inh 2 96, Granule exo inh -1, HTR2A ag -6, CaV13 ICDI inh -2, N-glyco inh -4, iPSC survival up -0.9, PDI turbidity -3, Vif inh -1, H9c2 protect 7 and aDG glyco act 0.1.
`COc1cc(OC)cc(C2=NCCN2)c1` gave ABCB6 inh 2 96, Granule exo inh 1, HTR2A ag 3, CaV13 ICDI inh -6, N-glyco inh 0, iPSC survival up -0.5, PDI turbidity 13, Vif inh 1, H9c2 protect 9 and aDG glyco act -0.2.
For COc1ccc(NC(=O)c2cc(S(=O)(=O)N3CCCC3)c[nH]2)cc1 the results were ABCB6 inh 2 102, Granule exo inh -10, HTR2A ag 1, CaV13 ICDI inh -6, N-glyco inh 2, iPSC survival up 4.2, PDI turbidity 16, H9c2 protect 12 and aDG glyco act -0.2.
COc1ccc(CNC(=O)CSc2cc(=O)n(C)c3ccccc23)cc1 was read as ABCB6 inh 2 99, Granule exo inh 2, HTR2A ag -3, CaV13 ICDI inh 13, N-glyco inh 0, iPSC survival up 0.3, PDI turbidity -4, Vif inh -3, H9c2 protect 1 and aDG glyco act 0.1.
Screening COc1ccc(C(=O)Nc2ccccc2C(=O)N2CCOCC2)cc1 returned ABCB6 inh 2 94, Granule exo inh -14, HTR2A ag 3, CaV13 ICDI inh -3, N-glyco inh 2, iPSC survival up 0.0, PDI turbidity -6, Vif inh -3, H9c2 protect 6 and aDG glyco act 0.0.
O=c1[nH]nc(Cc2ncc(C(F)(F)F)cc2Cl)c2ccccc12 was read as ABCB6 inh 2 99, Granule exo inh 1, HTR2A ag 4, CaV13 ICDI inh -20, N-glyco inh 0, iPSC survival up -0.5, PDI turbidity 17, Vif inh -2, H9c2 protect 11 and aDG glyco act 0.1.
CN1C(=O)c2cccc(NC(=O)C3CCCCC3)c2C1=O was read as ABCB6 inh 2 95, Granule exo inh -2, HTR2A ag -2, CaV13 ICDI inh -6, N-glyco inh -4, iPSC survival up -0.5, PDI turbidity 1, Vif inh 4, H9c2 protect 9 and aDG glyco act -0.1.
For CCOc1ccccc1NC(=O)Cn1c(=O)oc2ccccc21 the results were ABCB6 inh 2 86, Granule exo inh -6, HTR2A ag 3, CaV13 ICDI inh -6, N-glyco inh 3, iPSC survival up -0.4, PDI turbidity 1, Vif inh 19, H9c2 protect 8 and aDG glyco act 0.9.
`O=C(O)Cc1cccc2c(=O)cc(-c3ccccc3)oc12` gave ABCB6 inh 2 93, Granule exo inh 3, HTR2A ag 2, CaV13 ICDI inh -9, N-glyco inh 1, iPSC survival up -0.3, Vif inh -2, H9c2 protect -2 and aDG glyco act 0.1.
`Cc1ccc(OCCNC(=O)c2cccc(S(=O)(=O)NCc3ccccc3)c2)cc1` gave ABCB6 inh 2 99, Granule exo inh 11, HTR2A ag -10, CaV13 ICDI inh -17, N-glyco inh 19, iPSC survival up -0.2, PDI turbidity 5, Vif inh -4, H9c2 protect -5 and aDG glyco act 0.0.
Screening Cc1ccc(NS(=O)(=O)c2cc(C(=O)NCc3ccccn3)ccc2Cl)cc1 returned ABCB6 inh 2 95, Granule exo inh -1, HTR2A ag -5, CaV13 ICDI inh -9, N-glyco inh -2, iPSC survival up -1.6, PDI turbidity 9, Vif inh 2, H9c2 protect 8 and aDG glyco act 0.0.
O=C(NC(=S)Nc1cccnc1)c1cc2ccccc2o1 was read as ABCB6 inh 2 98, Granule exo inh -6, HTR2A ag -7, CaV13 ICDI inh -3, N-glyco inh 2, iPSC survival up -2.2, PDI turbidity 4, Vif inh 1, H9c2 protect -7 and aDG glyco act -0.2.
For NC(=O)CSc1nnc(-c2cc3ccccc3o2)n1Cc1ccccc1 the results were ABCB6 inh 2 92, Granule exo inh -1, HTR2A ag 0, CaV13 ICDI inh -1, N-glyco inh 3, iPSC survival up -2.5, PDI turbidity 9, Vif inh -4, H9c2 protect -5 and aDG glyco act -0.1.
For COc1ccc(C(=O)Cc2cnn(-c3ccccc3)c2)c(O)c1 the results were ABCB6 inh 2 91, Granule exo inh 0, HTR2A ag -7, N-glyco inh -1, iPSC survival up 2.7, PDI turbidity -6, Vif inh -2, H9c2 protect -2 and aDG glyco act 0.1.
`O=C(CO/N=C/c1ccc(OC(F)F)cc1)NC1CCCCCC1` gave ABCB6 inh 2 107, Granule exo inh -1, HTR2A ag 2, CaV13 ICDI inh 7, N-glyco inh -3, iPSC survival up -0.8, PDI turbidity -8, Vif inh -6, H9c2 protect -13 and aDG glyco act -0.1.
`CC(=O)Nc1ccc(NC(=O)C(NC(=O)c2ccc(Cl)cc2)C(C)C)cc1` (stereo unspecified) gave ABCB6 inh 2 98, Granule exo inh 3, HTR2A ag -6, CaV13 ICDI inh -24, N-glyco inh 1, iPSC survival up -0.3, PDI turbidity -4, Vif inh -11, H9c2 protect -2 and aDG glyco act 0.1.
CC1(C)OC(=O)C(=CNCC(=O)NCC(=O)O)C(=O)O1 was read as ABCB6 inh 2 82, Granule exo inh -1, HTR2A ag -1, CaV13 ICDI inh -4, N-glyco inh 2, iPSC survival up -2.0, PDI turbidity -5, Vif inh -1, H9c2 protect 3 and aDG glyco act -0.2.
`C=CCNC(=S)NNC(=O)CC12CC3CC(CC(C3)C1)C2` gave ABCB6 inh 2 103, Granule exo inh 10, HTR2A ag -4, CaV13 ICDI inh -4, N-glyco inh -2, iPSC survival up 0.0, PDI turbidity -3, Vif inh 0, H9c2 protect 1 and aDG glyco act -0.2.
`O=C1OCCN1CCNCc1cn(-c2ccc(F)cc2)nc1-c1ccccc1Cl` gave ABCB6 inh 2 99, Granule exo inh -2, HTR2A ag -5, CaV13 ICDI inh -5, N-glyco inh 4, iPSC survival up 0.6, PDI turbidity -1, Vif inh -3, H9c2 protect 7 and aDG glyco act 0.1.
O=C(CSc1c(Cl)cccc1Cl)N1CCC(c2nc3ccccc3s2)CC1 was read as ABCB6 inh 2 96, Granule exo inh 1, HTR2A ag 0, N-glyco inh 2, iPSC survival up -1.5, PDI turbidity -1, Vif inh -7, H9c2 protect -16 and aDG glyco act 0.2.
`O=C(COC(=O)c1ccc(OC(F)F)cc1)NCCCN1CCCC1=O` gave ABCB6 inh 2 93, Granule exo inh -3, HTR2A ag 0, CaV13 ICDI inh -17, N-glyco inh 1, iPSC survival up -0.3, PDI turbidity 4, Vif inh 4, H9c2 protect 2 and aDG glyco act -0.1.
Screening O=C(CCC(=O)N1CCN(c2ccccn2)CC1)c1ccc(Cl)s1 returned ABCB6 inh 2 101, Granule exo inh 1, HTR2A ag -1, CaV13 ICDI inh -6, N-glyco inh 3, iPSC survival up 0.8, PDI turbidity 0, Vif inh 15, H9c2 protect -2 and aDG glyco act -0.1.
Screening CC(C)OC(=O)c1c(NC(=O)c2cccs2)sc2c1CCCC2 returned ABCB6 inh 2 98, Granule exo inh 2, HTR2A ag 0, CaV13 ICDI inh -5, N-glyco inh 1, iPSC survival up 0.8, PDI turbidity 2, Vif inh 6, H9c2 protect -10 and aDG glyco act 0.2.

A section from further up:
Screening O=C(CCC(=O)N1CCN(c2ccccn2)CC1)c1ccc(Cl)s1 returned ABCB6 inh 2 101, Granule exo inh 1, HTR2A ag -1, CaV13 ICDI inh -6, N-glyco inh 3, iPSC survival up 0.8, PDI turbidity 0, Vif inh 15, H9c2 protect -2 and aDG glyco act -0.1.
Screening CC(C)OC(=O)c1c(NC(=O)c2cccs2)sc2c1CCCC2 returned ABCB6 inh 2 98, Granule exo inh 2, HTR2A ag 0, CaV13 ICDI inh -5, N-glyco inh 1, iPSC survival up 0.8, PDI turbidity 2, Vif inh 6, H9c2 protect -10 and aDG glyco act 0.2.

Assay outcomes deposited in PubChem by several laboratories.
